mIDH1 inhibitor: human IDH1 R132H inhibition | IDH1-R132H enzyme, NADPH consumption, diaphorase/resazurin fluorescence | Potency, µM (highest dose often 76.6 µM), without a hit: top-dose activity change, negative = inhibition, most hits filed as inhibitors | 0.093% of 390,000 active | AID 602179; also: potency is read from the fitted curve at half-maximal effect; % is scaled to controls: 0 for no effect and ±100 for the full control effect; nearly all actives have a fitted effect of over 65% in size
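IDH1-R132H (0.5 ug/mL) preincubated 30 min with compound, then NADPH (0.016 mM) and alpha-KG (2 mM) added; 80 min at RT, pH 7.5. Remaining NADPH coupled via diaphorase/resazurin to fluorescence (540/590 nm); concentration-response curves normalized to no-enzyme control.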
RXFP1 agonist: activates the human relaxin receptor RXFP1 | Q9HBX9 | HEK293T-RXFP1 cAMP TR-FRET, 30 min; response scale: percent of porcine relaxin response, buffer zero | Potency, µM (highest dose often 57.5 µM), for inactives: top-dose activation, most hits filed as activators | 0.3% of 370,000 active; also: potency is read from the fitted curve at half-maximal effect; % is scaled to controls: 0 for no effect and ±100 for the full control effect; nearly all actives have a fitted effect of over 60% in size; many of its hits are not listed in these tables
Target sequence (Q9HBX9 whole entry, looked up): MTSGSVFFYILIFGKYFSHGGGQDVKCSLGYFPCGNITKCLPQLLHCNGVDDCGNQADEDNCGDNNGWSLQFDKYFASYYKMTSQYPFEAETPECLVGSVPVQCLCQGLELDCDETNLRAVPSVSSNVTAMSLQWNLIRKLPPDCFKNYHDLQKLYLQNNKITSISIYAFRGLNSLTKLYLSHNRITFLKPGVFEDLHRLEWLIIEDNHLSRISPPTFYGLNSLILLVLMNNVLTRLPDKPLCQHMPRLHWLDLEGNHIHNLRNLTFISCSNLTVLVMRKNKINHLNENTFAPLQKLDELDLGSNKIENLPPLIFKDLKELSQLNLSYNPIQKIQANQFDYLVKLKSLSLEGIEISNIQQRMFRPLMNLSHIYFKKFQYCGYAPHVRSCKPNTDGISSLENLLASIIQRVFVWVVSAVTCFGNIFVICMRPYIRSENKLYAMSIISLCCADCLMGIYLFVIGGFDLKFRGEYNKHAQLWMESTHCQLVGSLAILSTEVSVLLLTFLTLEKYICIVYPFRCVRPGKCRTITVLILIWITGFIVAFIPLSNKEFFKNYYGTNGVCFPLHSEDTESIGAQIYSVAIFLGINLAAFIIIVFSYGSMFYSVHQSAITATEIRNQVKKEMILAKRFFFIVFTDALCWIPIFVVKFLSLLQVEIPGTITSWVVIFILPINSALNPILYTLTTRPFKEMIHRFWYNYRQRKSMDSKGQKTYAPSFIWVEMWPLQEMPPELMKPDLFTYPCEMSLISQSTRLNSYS
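HEK293 cells stably expressing RXFP1, treated 30 min at 37C with compounds plus PDE4 inhibitor Ro 20174; cAMP measured by HTRF TR-FRET. Normalized to buffer and 29 nM porcine relaxin; EC50 by Hill fit.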
Glioma ERSR ind: inducers of ER stress response in human glioma cells | AID 602332 | 0.02% of 420,000 active | Potency, µM, without a hit: top-dose activation, actives largely listed as activators | U87-MG GRP78 promoter luciferase reporter, 16 h; also: potency is read from the fitted curve at half-maximal effect; series mostly up to about 76 µM; % of control where 0% means no effect; nearly all actives have a fitted effect of over 35% in size
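Stably transfected U87-MG human glioma cells carrying a GRP78-based luminescent sensor were seeded at 1000 cells/well, pin-dosed with compounds and incubated 16 h. Luciferase reagent was then added, and end-point luminescence was read after 10 min at room temperature.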
PI4K2A inh: PI4K2A (human) kinase inhibition; Q9BTU6; purified PI4K2A, ADP-Glo luminescence, 1 h; stronger effect = lower value; activity change, negative = inhibition, % at 76.9 µM; 0.13% of 420,000 active; in the data active = activity change below about -50%; inconclusive = mostly about -30% to -49%;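 also: -100% = wells without enzyme as full effect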
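In this quantitative HTS, ADP production by PI4K2A was quantified luminescently after 1 h at ambient temperature; 100 microM adenosine served as plate-quality control.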
USP1-UAF1 inh: inhibitors of human USP1/UAF1 deubiquitinase | O94782 | 0.23% of 390,000 active | recombinant USP1/UAF1, Ub-Rhodamine cleavage fluorescence | Potency, µM (top dose mostly 57.1 µM), without a hit: top-dose activity change, negative = inhibition, actives largely listed as inhibitors; also: potency is read from the fitted curve at half-maximal effect; % is scaled to controls: 0 for no effect and ±100 for the full control effect; nearly all actives have a fitted effect of over 60% in size; inactives centre near -12
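High-throughput fluorogenic screen: 1nM USP1/UAF1 complex, Ub-Rho substrate 150nM final, 50mM HEPES pH 7.8 with 0.5mM EDTA, 0.1 mg/ml BSA, 1mM TCEP and 0.01% Tween-20.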
Vif-APOBEC3F blk: Vif-A3F binding inhibition; HeLa A3F-eYFP + Vif (tagged APOBEC3F with the HIV-1 protein that degrades it), YFP fluorescence increase; Potency, µM (highest dose often 46.1 µM), without a hit: top-dose activity, negative = active; 0.2% of 390,000 active; also: potency is read from the fitted curve at half-maximal effect; % of control where 0% means no effect; nearly all actives have a fitted effect of over 65% in size
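HeLa cells stably expressing A3F-eYFP plus Vif, plated and incubated overnight at 37 deg C, then exposed to compounds overnight at 37 deg C. Blocked degradation read as raised yellow fluorescence (Ex 488/Em 500-530).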
TrxR1 substrate: is turned over as a substrate by rat TrxR1; AID 588456; 0.01% of 390,000 active; Potency, µM (titrated, usually from 114 µM), for the others: at the top dose activity change, negative = substrate turnover; purified TrxR1 substrate turnover, NADPH consumption readout; also: potency is read from the fitted curve at half-maximal effect; % is scaled to controls: 0 for no effect and ±100 for the full control effect; nearly all actives have a fitted effect of over 50% in size
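Rat TrxR1, dispensed at 90 nM, was prereduced with 400 uM NADPH (final) for 5 min at ~22 deg C, then incubated with compound 15 min before 400 uM selenite. A first-read NADPH fluorescence drop versus no-compound background flagged substrates.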
Vif-A3G inh: blocks the Vif interaction with human APOBEC3G; Potency, µM (top dose mostly 46.1 µM), without a hit: top-dose activity, negative = active, actives largely listed as inhibitors; AID 602310; Q9HC16; HeLa A3G-eYFP + Vif (tagged APOBEC3G with the HIV-1 protein that degrades it), YFP fluorescence, overnight; 0.076% of 410,000 active;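 also: potency is read from the fitted curve at half-maximal effect; % is scaled to controls: 0 for no effect and ±100 for the full control effect; nearly all actives have a fitted effect of over 60% in size; hits raise eYFP signal because A3G escapes Vif-driven loss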
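Read-out is eYFP fluorescence (Ex 488/Em 500-530) from Vif-expressing HeLa A3G-eYFP cells; more signal means A3G escaped Vif-mediated degradation. Cells plated overnight, compound pinned in, incubated overnight at 37 deg C.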
LDHA inh: LDHA (human) enzyme inhibition; activity change, % (values are at about 110 or 230 µM); 0.15% of 480,000 active; purified LDHA, NADH/diaphorase-resazurin fluorescence; stronger effect = lower value; P00338; AID 1347041; in the data active = activity change below about -30%; inconclusive = mostly about -25% to -30%;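 also: plate controls were DMSO wells for no effect and wells without enzyme for full effect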
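Human LDH5 at 2 nM final in Tris HCl pH 7.4 with 0.06 mM NADH and 0.2 mM pyruvate, reacted 5 minutes at room temperature. Remaining NADH coupled via diaphorase/resazurin; resorufin fluorescence read at 0 and 20 minutes, normalized to enzyme-free and DMSO wells.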
* marks the source's active call; other numbers are inactive results; ? = inconclusive; . = no result given; & = joins results of further samples; [ ] = another dose, or the depositor's remark. Unless noted, calls follow the shape of the dose curve; as a rule, active = well fitted curve in the direction sought with a large enough effect; inconclusive = small, poorly fitted or top-dose-only effect, or another doubt; inactive = no such curve, though single readings can be large; an effect the other way counts as inactive or inconclusive.

[1] Cc1cccc(-c2noc(-c3cccnc3NCc3ccc(Cl)cc3)n2)c1
[2] CC(C)(C)OC(=O)N1O[C@H]2CC1[C@@H]1[C@@H]2N=NN1CCc1ccncc1
[3] O=C(CCCc1nc2ccccc2s1)Nc1ccccc1
[4] c1ccc2c3c([nH]c2c1)C(C1CCCCC1)N(Cc1ncc[nH]1)CC3 (centres undefined)
[5] S=C(Nc1ccccc1)N1CCOCCOCCN(C(=S)Nc2ccccc2)CCOCCOCC1

assay / entry,1,2,3,4,5
mIDH1 inhibitor,-2%,-11%,0%,-23%,2%
RXFP1 agonist,0.8%,.,0.2%,-1.2%,1.1%
Glioma ERSR ind,6%,-2%,2%,-4%,-1%
PI4K2A inh,-6,-3,0,5,2
USP1-UAF1 inh,?,-21%,-19%,-12%,13%
Vif-APOBEC3F blk,-2%,-8%,15%,-1%,6%
TrxR1 substrate,1%,-2%,-3%,-3%,5%[57.1 µM]
Vif-A3G inh,4%,1%,6%,-2%,-2%
LDHA inh,-2,2,-1,1,-7

[6] C/C(Cl)=C\Cn1c(NCCc2ccccc2)nc2c1c(=O)n(C)c(=O)n2C
[7] CCn1cc([N+](=O)[O-])c(C(=O)Nc2ccn(Cc3ccccc3F)n2)n1
[8] Cc1[nH][nH]c(=O)c1C(c1ccc(-c2cccc(Cl)c2)o1)c1c(C)[nH][nH]c1=O
[9] CCC(=O)N1CCN(c2ccc(NC(=O)c3ccco3)cc2Cl)CC1
[10] COc1ccc(N2CC(C(=O)Nc3ccc(S(=O)(=O)Nc4nccs4)cc3)CC2=O)cc1 (centres undefined)

assay / entry,6,7,8,9,10
mIDH1 inhibitor,2%,-2%,-1%,4%,4%
RXFP1 agonist,2.4%,2.0%,0.0%,-1.8%,1.8%
Glioma ERSR ind,-4%,-7%,1%,5%,1%
PI4K2A inh,-1,1,?,1,2
USP1-UAF1 inh,-12%,1%,28µM*,-17%,-15%
Vif-APOBEC3F blk,-6%,-1%,-6%,0%,-6%
TrxR1 substrate,1%,-9%,-13%,-6%,4%[57.1 µM]
Vif-A3G inh,3%,-3%,-9%,-4%,-1%
LDHA inh,-3,-3,37,-7,-13

[11] N#Cc1nc(-c2ccco2)oc1N1CCCC1
[12] NS(=O)(=O)c1ccc(NC(=O)CN2C(=O)c3ccccc3C2=O)cc1
[13] COc1ccccc1CCC(=O)Nc1cccc(S(=O)(=O)N2CCCCCC2)c1
[14] CC(C)(O)CCc1c(-c2ccc(O)cc2O)oc2c3c(cc(O)c2c1=O)OC(C)(C)C=C3
[15] CC(c1nnc(SCC(=O)Nc2cccnc2Cl)n1Cc1ccccc1)N(C)C (centres undefined)

assay / entry,11,12,13,14,15
mIDH1 inhibitor,0%,11%,0%,?,-11%
RXFP1 agonist,2.4%,-2.6%,0.5%,.,-1.3%
Glioma ERSR ind,-1%,0%,-3%,-8%,2%
PI4K2A inh,2,5,0,-4,2
USP1-UAF1 inh,-6%,-23%,-19%,-8%,2%
Vif-APOBEC3F blk,-16%,9%,3%,?,0%
TrxR1 substrate,231%[activator],9%,-6%,0%,7%[57.1 µM]
Vif-A3G inh,-7%,1%,0%,-4%,0%
LDHA inh,-5,-2,-1,5,-2

[16] COCCn1c(SCc2cc(=O)n3ccsc3n2)nnc1-c1ccncc1
[17] O=C(O)c1ccc(N2C(=O)CC(SC(=NCc3ccc4c(c3)OCO4)Nc3ccccc3)C2=O)cc1 (centres undefined)
[18] N#C/C(=C\c1ccc(-c2ccc(C(=O)O)cc2)o1)C(=O)NCC1CCCO1 (centres undefined)
[19] O=C(COc1ccccc1)Nc1ccc2[nH]c(=O)[nH]c2c1
[20] Cc1cc(C(=O)N/N=C/C=C/c2ccc(Br)cc2)n[nH]1

assay / entry,16,17,18,19,20
mIDH1 inhibitor,8%,-2%,5%,2%,0%
RXFP1 agonist,20%,1.2%,4.7%,0.4%,0.3%
Glioma ERSR ind,-6%,2%,7%,-4%,-2%
PI4K2A inh,2,-2,2,-5,2
USP1-UAF1 inh,-21%,-13%,?,-10%,-15%
Vif-APOBEC3F blk,5%,-3%,1%,-8%,-11%
TrxR1 substrate,6%[57.1 µM],-1%,1%,1%,-4%
Vif-A3G inh,3%,1%,-1%,-6%,1%
LDHA inh,-9,0,0,-3,-1

[21] O=C(COc1ccccc1)Nc1nnc(-c2ccc(F)cc2)o1
[22] NS(=O)(=O)c1ccc(CCNc2nccn(-c3cccc(C(F)(F)F)c3)c2=O)cc1
[23] Cc1cc(C(=O)CN2C(=O)NC(c3ccccc3)(c3ccccc3)C2=O)c(C)n1Cc1ccccc1
[24] CC(C)C(NC(=O)CSCc1ccc([N+](=O)[O-])cc1)C(C)C
[25] C/C(=N\NC(=O)c1nnn(-c2nonc2N)c1CSc1ccc(C)cc1)c1cccs1

assay / entry,21,22,23,24,25
mIDH1 inhibitor,12%,-4%,0%,4%,0%
RXFP1 agonist,-2.9%,-1.4%,0.0%,-0.5%,.
Glioma ERSR ind,-1%,-2%,-4%,1%,-1%
PI4K2A inh,0,-5,7,-5,-4
USP1-UAF1 inh,-5%,-2%,-8%,-9%,-1%
Vif-APOBEC3F blk,-4%,-1%,-2%,1%,-8%
TrxR1 substrate,2%,1%[57.1 µM],-7%,-2%,.
Vif-A3G inh,1%,1%,3%,0%,1%
LDHA inh,1,-2,-9,1,-6

[26] COc1ccc(-c2cn3c(n2)sc2cc(C(=O)Nc4ccc(C)c(C)c4)ccc23)cc1
[27] CC(=O)N/N=C/c1cc(C(C)C)cc(/C=N/NC(C)=O)c1O
[28] CC(C)c1ccccc1OS(N)(=O)=O
[29] Cc1ccc2nc(C)c3c(c2c1)COC3
[30] CS(=O)(=O)N1CCc2cc(C(=O)Nc3ccc(O)cc3)ccc21

assay / entry,26,27,28,29,30
mIDH1 inhibitor,11%,1%,10%,5%,10%
RXFP1 agonist,4.2%,0.4%,-0.7%,-0.6%,0.5%
Glioma ERSR ind,-1%,-6%,-4%,-4%,-4%
PI4K2A inh,-3,3,-1,0,-2
USP1-UAF1 inh,-6%,-19%,?,-19%,-15%
Vif-APOBEC3F blk,-17%,32µM*,1%,4%,-1%
TrxR1 substrate,-2%[11.4 µM],2%[57.1 µM],-2%,11%,-5%[57.1 µM]
Vif-A3G inh,1%,?,1%,-2%,-4%
LDHA inh,4,6,1,-2,6

[31] O=C(CCc1ccccn1)N1CCCC(Nc2cccc(F)c2)C1 (centres undefined)
[32] COc1ccc(NC(=O)Cn2c(=O)n(-c3ccc(OC)cc3OC)c(=O)c3c(C)c(C)sc32)cc1
[33] Cc1c(C(=O)N(C)C)sc2c1c(=O)n(-c1ccc(Cl)cc1)c(=O)n2Cc1ccccc1F
[34] O=C(O)CCCCCNC(=O)c1ccncc1
[35] CC1(C(=O)N2CCN(C(=O)c3ccco3)CC2)CCN1Cc1ccccc1OC(F)F (centres undefined)

assay / entry,31,32,33,34,35
mIDH1 inhibitor,-6%,-1%,-6%,9%,.
RXFP1 agonist,-0.9%,1.8%,-5.5%,2.4%,.
Glioma ERSR ind,1%,-5%,-1%,-5%,-5%
PI4K2A inh,0,7,0,-5,-3
USP1-UAF1 inh,-7%,-20%,4%,-13%,.
Vif-APOBEC3F blk,4%,-4%,0%,1%,.
TrxR1 substrate,-8%,-8%,6%[57.1 µM],7%,.
Vif-A3G inh,0%,-3%,1%,1%,0%
LDHA inh,0,-6,-12,2,-8

USP1-UAF1 inh, entries above that show a hit.
item | smiles | PI4K2A inh | USP1-UAF1 inh | Vif-APOBEC3F blk | TrxR1 substrate | Vif-A3G inh
8 | Cc1[nH][nH]c(=O)c1C(c1ccc(-c2cccc(Cl)c2)o1)c1c(C)[nH][nH]c1=O | ? | 28µM* | -6% | -13% | -9%

Carrying on.
[36] Cc1ccc(C(=O)NCCn2ccc3ccccc32)cc1[N+](=O)[O-]
[37] CC(C)CCNC(=O)c1c2c(nc3ccccc13)C(=O)N(C1CCCCC1)C2
[38] CCCC(=O)Nc1nnc(-c2ccc3c(c2)OCCO3)o1
[39] COc1ccccc1CN(C)C[C@@H]1OCc2cnnn2CCCC(=O)N([C@@H](C)CO)C[C@H]1C
[40] CC(C)(C)N(Cc1ccccc1)C(=O)CN1C(=O)c2ccccc2C1=O
[41] Cn1c(S(=O)(=O)O)nc2ccccc21
[42] COc1ccc(Nc2nc(N)nc(CN3CCC(C)CC3)n2)cc1

assay / entry,36,37,38,39,40,41,42
mIDH1 inhibitor,-3%,-8%,-3%,2%,7%,-4%,-4%
RXFP1 agonist,-2.0%,-0.9%,-0.6%,.,-0.2%,6.6%,0.0%
Glioma ERSR ind,4%,-3%,-7%,-4%,4%,-4%,-2%
PI4K2A inh,6,-1,-2,5,-2,-2,-3
USP1-UAF1 inh,1%,-13%,-22%,-26%,-8%,1%,-12%
Vif-APOBEC3F blk,-6%,-1%,-9%,2%,14%,-5%,15%
TrxR1 substrate,-4%,2%[57.1 µM],7%[57.1 µM],.,-5%[57.1 µM],-1%,9%[57.1 µM]
Vif-A3G inh,-6%,-3%,-2%,-1%,3%,-1%,4%
LDHA inh,6&-5,-2,-5,0,-6,-6,-7

This is a subset; the hit share may differ from the screen's.
